hgDAF12 agonist = agonists of H. glycines DAF-12 nuclear receptor; HEK293 GAL4-hgDAF12 UAS-luciferase reporter, agonist luminescence; normalized to butyrate control; activation, % at 6.8 µM; 370,000 tested, 1.8% active; AID 687014;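 active means activation above a cutoff set at the mean of all screened compounds plus 3 SD, cut at about 10% in these data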;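 further: 0% = DMSO wells and 100% = sodium butyrate wells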
SMARCA2 act = increases SMARCA2 function in MMTV reporter cells | activation, % at 9.1 µM | MG213 cells, MMTV-luciferase reporter, dexamethasone, overnight | 370,000 tested, 1% active; in the data active means activation above about 7.8%;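 further: 0% = vehicle wells and 100% = reference activator wells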
Rev-erbA mod = modulators of human Rev-erb alpha DNA binding. P20393. Rev-erbα–FITC-DNA binding, fluorescence polarization, 90 min. activity, % at 10 µM. 370,000 tested, 0.79% active. AID 1259318;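 active means activity above about 14%, limit read from the data; passing the limit was not always enough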;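 further: 0% = DMSO wells with 35 nM protein and 100% = DMSO wells with 750 nM protein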
MBD2 DNA inh = blocks human MBD2 binding to methylated DNA. TR-FRET, MBD2 binding to methylated oligonucleotide. inhibition, % at 4.4 µM. 370,000 tested, 0.31% active. AID 686964; in the data active means inhibition above about 13%
Target sequence (Q9UBB5 whole entry, looked up): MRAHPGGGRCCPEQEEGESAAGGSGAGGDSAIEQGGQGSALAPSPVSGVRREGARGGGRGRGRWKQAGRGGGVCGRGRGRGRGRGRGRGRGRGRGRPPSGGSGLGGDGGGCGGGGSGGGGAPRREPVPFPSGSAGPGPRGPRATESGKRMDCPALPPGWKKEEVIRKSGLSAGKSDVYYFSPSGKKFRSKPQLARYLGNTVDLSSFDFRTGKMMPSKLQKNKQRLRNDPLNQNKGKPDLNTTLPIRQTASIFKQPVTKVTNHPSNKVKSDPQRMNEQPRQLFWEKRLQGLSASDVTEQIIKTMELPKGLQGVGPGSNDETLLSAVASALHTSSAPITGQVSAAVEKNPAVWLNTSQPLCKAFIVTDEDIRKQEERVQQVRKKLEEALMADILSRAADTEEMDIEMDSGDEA
hcDAF12 agonist = H. contortus DAF-12 activation, primary screen. HEK293 hcDAF-12 lit1-tk-luc reporter, luminescence; 0% DMSO, 100% Δ7-dafachronic acid. activation, % at 6.8 µM. 370,000 tested, 1.4% active;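 active means activation above the mean of all tested compounds plus 3 SD, cut at about 5.5% in these data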;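 further: 100% = response to 3 µM Δ7-dafachronic acid high control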
PLC-gamma1 inh = inhibitors of human phospholipase C gamma1; 370,000 tested, 0.84% active; AID 720700; purified PLC-gamma1, fluorogenic substrate, fluorescence; inhibition, % at 12.2 µM; in the data active means inhibition above about 9.5%
ADAM17 inh = ADAM17 inhibition, QFRET primary screen; recombinant ADAM17, EDANS/DABCYL FRET peptide cleavage; 370,000 tested, 0.83% active; AID 720648; inhibition, % at 6.95 µM;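 active means inhibition above the mean of compounds lying between control limits plus 3 SD, set per campaign, cut at about 8.5% in these data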;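 further: 0% = DMSO-only wells as the low control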
DAX1 inh-1 = inhibits human nuclear receptor DAX1 | P51843 | HEK293 Gal4-DAX1 luciferase reporter, luminescence | inhibition, % at 6.75 µM | 340,000 tested, 0.99% active | AID 504766;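 active means inhibition above the mean over all tested compounds plus 3 SD, cut at about 4.2% in these data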;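 further: 0% = DAX1-transfected cells with DMSO and 100% = empty-vector control cells with DMSO; inhibition shows as a rise in luminescence from relieved DAX1 repression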
Target sequence (P51843 207-470 limits assumed): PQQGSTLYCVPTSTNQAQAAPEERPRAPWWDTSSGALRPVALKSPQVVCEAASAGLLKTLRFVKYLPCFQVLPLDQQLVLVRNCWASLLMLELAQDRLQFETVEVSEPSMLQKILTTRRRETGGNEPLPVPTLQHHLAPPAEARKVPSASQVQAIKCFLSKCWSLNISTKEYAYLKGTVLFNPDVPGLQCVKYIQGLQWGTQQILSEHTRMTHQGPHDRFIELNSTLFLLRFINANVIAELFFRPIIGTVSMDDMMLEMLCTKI
PLC-beta3 inh = PLC-beta3 (human) inhibition, primary screen. 370,000 tested, 0.18% active. Q01970. Purified PLC-beta3, fluorogenic substrate, fluorescence. inhibition, % at 12.2 µM; in the data active means inhibition above about 11%;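 further: 0% = median of compound wells on plate and 100% = full blocker control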
ssDAF12 agonist = activators of S. stercoralis DAF-12 nuclear receptor; HEK293 ssDAF-12/GRIP1 lit1-tk-luc reporter, luminescence; % of 3 µM dafachronic acid response; activation, % at 6.8 µM; 370,000 tested, 1% active; AID 652126;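 active means activation above the mean over all tested compounds plus 3 SD, cut at about 0.9% in these data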;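 further: 0% = DMSO-only wells and 100% = 3 µM delta7-dafachronic acid wells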
DAX1 inh-2 = inhibitors of DAX1 repression of SF-1 activated StAR promoter. HEK293T StAR-luciferase reporter, SF-1/DAX-1 repression relief. inhibition, % at 6.8 µM. 370,000 tested, 1.1% active. AID 652010;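 active means inhibition above the mean over all tested compounds plus 3 SD, cut at about 3.6% in these data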;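 further: 0% = DAX-1 cells with DMSO and 100% = cells lacking DAX-1 with DMSO; higher inhibition means more luminescence from relief of DAX-1 repression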
Starred values were filed as active, the others as inactive; . = no result given.

item | molecule | hgDAF12 agonist | SMARCA2 act | Rev-erbA mod | MBD2 DNA inh | hcDAF12 agonist | PLC-gamma1 inh | ADAM17 inh | DAX1 inh-1 | PLC-beta3 inh | ssDAF12 agonist | DAX1 inh-2
1 | CCC(C)C(=O)N1c2ccccc2C(=C2SC(C(=O)OC)=C(C(=O)OC)S2)C(=S)C1(C)C (centres undefined) | -1.1 | -3 | 19 | -3 | -0.3 | 0 | -4 | 1.4 | -2 | -0.9 | -0.5
2 | CCOC(=O)Cc1csc(SCC(=O)/C(C#N)=C(\C)N)n1 | 2.2 | 6 | 3 | 0 | -1.8 | 4 | -5 | -1.0 | 2 | -1.0 | -0.7
3 | CCOC(=O)c1ccccc1NC(=O)/C=C/c1cc(OC)c(OC)c(OC)c1 | -1.8 | 1 | 1 | 2 | -0.2 | -16 | -4 | -0.5 | -11 | -0.8 | -0.6
4 | Cc1ccc(OC(=O)CCC(=O)Nc2ccc(C(N)=O)cc2)cc1 | -0.9 | -1 | -2 | -3 | 1.4 | -2 | -4 | 1.8 | 1 | -2.0 | 0.0
5 | CN(C(=O)c1ccncc1)C1CCCCC1 | -1.2 | 0 | 2 | -3 | 0.2 | 5 | 2 | -1.6 | 0 | -1.0 | 0.1
6 | O=C1c2ccccc2C(=O)N1c1ccc(Br)c2cccnc12 | 2.0 | 0 | 2 | -4 | -1.1 | -12 | 0 | -0.5 | -12 | -0.6 | -0.2
7 | S=C(NCCc1ccccc1)Nc1ccc(Nc2ccccc2)cc1 | 0.7 | -2 | 0 | 5 | -0.7 | 1 | 2 | 0.2 | -3 | -1.3 | -1.5
8 | CCOc1ncccc1C(=O)Nc1cc(C(F)(F)F)ccc1N1CCOCC1 | -0.9 | -3 | -3 | 1 | 0.5 | -2 | 0 | 0.2 | -8 | -2.0 | 1.1
9 | COc1ccc(CNC(=O)CCCn2ncn3c(cc4occc43)c2=O)cc1 | -0.9 | -1 | -1 | 2 | -0.1 | -9 | -20 | 0.2 | -12 | -1.2 | -0.6
10 | O=C(N/C(=C/c1cccc([N+](=O)[O-])c1)C(=O)N1CCOCC1)c1ccccc1Br | -1.3 | -2 | 5 | 5 | -1.4 | 1 | -5 | 0.4 | -6 | -0.4 | 0.4
11 | COc1ccc(/C=N/NC(=O)c2ccccc2O)cc1Cn1cc([N+](=O)[O-])cn1 | 1.3 | -1 | -1 | 3 | -0.8 | -18 | -6 | 0.8 | -34 | -1.2 | 0.4
12 | CCCN(CCC)C(=O)c1ccc2c(c1)OCO2 | -1.1 | -3 | -1 | 3 | 0.4 | -2 | -6 | 2.7 | 2 | -1.0 | 0.7
13 | COc1cccc2sc(N(CCN(C)C)C(=O)/C=C/c3cccs3)nc12 | 2.5 | 6 | -5 | -8 | -0.1 | 3 | 0 | 0.0 | -5 | -1.2 | 0.1
14 | CCOC(=O)C1CCCN(Cc2nc(N)nc(Nc3ccccc3OC)n2)C1 (centres undefined) | -0.6 | -3 | 1 | 0 | -1.8 | -3 | -2 | 0.4 | 0 | -1.7 | 0.7
15 | CN1CCN(C(=O)c2ccc3c(c2)S(=O)(=O)c2ccccc2C3=O)CC1 | 0.9 | 0 | -1 | -3 | -0.8 | 3 | 3 | -0.5 | 5 | -1.0 | -0.2
16 | COc1ccc(N(CC(=O)NCc2ccc(Cl)cc2)S(=O)(=O)c2c(C)n[nH]c2C)cc1 | -1.8 | -1 | -2 | -3 | -1.5 | 2 | -2 | -0.3 | -5 | -1.1 | -0.1

One compound at a time, as listed above.
Listed for COc1ccc(N(CC(=O)NCc2ccc(Cl)cc2)S(=O)(=O)c2c(C)n[nH]c2C)cc1 : hgDAF12 agonist = -1.8; SMARCA2 act = -1; Rev-erbA mod = -2; MBD2 DNA inh = -3; hcDAF12 agonist = -1.5; PLC-gamma1 inh = 2; ADAM17 inh = -2; DAX1 inh-1 = -0.3; PLC-beta3 inh = -5; ssDAF12 agonist = -1.1; DAX1 inh-2 = -0.1
Listed for COc1cccc2sc(N(CCN(C)C)C(=O)/C=C/c3cccs3)nc12 : hgDAF12 agonist = 2.5; SMARCA2 act = 6; Rev-erbA mod = -5; MBD2 DNA inh = -8; hcDAF12 agonist = -0.1; PLC-gamma1 inh = 3; ADAM17 inh = 0; DAX1 inh-1 = 0.0; PLC-beta3 inh = -5; ssDAF12 agonist = -1.2; DAX1 inh-2 = 0.1

Next structures follow:
item | molecule | hgDAF12 agonist | SMARCA2 act | Rev-erbA mod | MBD2 DNA inh | hcDAF12 agonist | PLC-gamma1 inh | ADAM17 inh | DAX1 inh-1 | PLC-beta3 inh | ssDAF12 agonist | DAX1 inh-2
17 | Clc1ccc(OCc2nc(-c3ccncc3)no2)cc1 | 0.9 | 2 | 4 | -1 | -0.2 | 5 | 1 | 1.1 | 3 | -1.5 | 0.7
18 | CC(C)(C)c1ccc(S(=O)(=O)NCC(=O)N2CCN(Cc3ccccc3)CC2)cc1 | 1.1 | -2 | 6 | 0 | -2.7 | -3 | -4 | 0.7 | -5 | -1.0 | -1.2
19 | COc1cccc(NC(=S)NC(=O)/C=C/c2ccco2)c1 | 4.0 | 2 | 3 | -2 | 0.5 | 0 | 5 | -1.4 | -5 | -0.2 | -1.1
20 | O=C(c1cc(Br)c(Br)s1)N1CCN(C/C=C/c2ccccc2)CC1 | 0.6 | -2 | 0 | -6 | -0.2 | 4 | 1 | 1.8 | -1 | -0.7 | -0.6
21 | O=[N+]([O-])c1ccccc1S(=O)(=O)Nc1ccc(-c2ccc(N3CCOCC3)nn2)cc1 | 1.3 | 1 | -13 | 1 | 0.4 | -1 | -4 | -0.8 | -6 | -0.5 | 1.9
22 | CCC(C)NC(=O)CSc1nnc(-c2cc(-c3cccs3)nc3ccccc23)o1 (centres undefined) | -1.4 | 0 | 4 | -4 | -0.8 | -62 | -36 | 1.4 | -76 | -1.3 | 0.0
23 | COC(=O)c1cc(C#N)c(NCc2ccccc2)nc1C | 1.4 | 4 | 0 | 2 | -0.9 | -2 | -8 | 0.2 | -2 | -1.3 | 0.2
24 | COc1cccc2c1OCC/C2=N\NC(=O)COc1ccccc1C | 0.9 | -1 | 1 | 1 | -0.2 | -143 | -36 | 1.6 | -169 | -1.0 | -0.2
25 | Cc1ccc(SCC(=O)Nc2nncs2)cc1 | 1.9 | 0 | 0 | -5 | -0.9 | 2 | -5 | . | -5 | -1.7 | -0.1
26 | CCOc1ccc(-n2c(SC(C)C(=O)OC)nc3c(c2=O)SCC3)cc1 (centres undefined) | 2.8 | -1 | 0 | 8 | -2.0 | 0 | -1 | 0.6 | -2 | -1.9 | 0.1
27 | O=C(NCc1ccccn1)C(=O)NCC(c1ccco1)N1CCN(c2ccc(F)cc2)CC1 (centres undefined) | 0.5 | -2 | 13 | 1 | -0.9 | 1 | -4 | -0.3 | 5 | -1.4 | 0.0
28 | C=CCn1c(SCc2csc(-c3ccc(Cl)cc3)n2)nnc1-c1ccccc1OC | -0.1 | -4 | 0 | -4 | -0.9 | -3 | 3 | -1.5 | -1 | -1.2 | -0.8
29 | Cc1cc(C)c2nc(N3CCC(C(=O)NCCCN4CCCC4=O)CC3)sc2c1 | -1.5 | -1 | 3 | 2 | -1.7 | -2 | 3 | -0.4 | -6 | -1.2 | 0.2
30 | COc1cc(CNCc2ccc(C(=O)O)cc2)ccc1OCc1ccc(F)cc1 | 2.5 | -2 | -6 | -2 | -0.1 | 0 | -4 | -1.7 | 1 | -1.1 | -0.3
31 | CCc1nccn1S(=O)(=O)c1ccccc1[N+](=O)[O-] | -0.3 | -1 | 1 | 3 | -0.5 | 3 | -5 | 2.4 | -5 | -1.2 | 0.0
32 | COc1cc(C)c(C)cc1S(=O)(=O)n1c(C)nc2ccccc21 | 1.4 | 0 | 0 | 5 | 1.7 | 6 | 1 | 0.2 | -2 | -0.7 | 0.0
33 | Cc1ccsc1C(=O)N/N=C/c1ccc2c(c1)OCO2 | 15* | 3 | -2 | 0 | 9.1* | -13 | -2 | -0.4 | -12 | 0.5 | 7.7*
34 | O=C(NC1CCCCC1)C(c1ccc2ncccc2c1)N(Cc1ccccc1)C(=O)c1cccs1 (centres undefined) | 0.6 | -1 | -5 | 1 | -1.4 | 2 | -3 | -0.9 | -2 | -2.4 | -0.7
35 | COC(=O)[C@]12CCCCC=C1N(Cc1ccc(Cl)cc1Cl)C(=O)[C@H](CC(=O)NCc1cccc3ccccc13)C2 | 0.2 | 0 | 2 | 4 | -1.6 | 3 | -1 | . | -1 | -1.2 | 1.1
36 | O=C(NNC1=NCCCCC1)Nc1ccc(Cl)cc1 | 1.9 | 2 | 1 | -2 | -1.1 | 0 | 0 | 1.9 | -5 | 0.0 | 0.4
37 | c1ccc(CCc2nc(-c3ccc(-n4cccc4)cc3)no2)cc1 | -4.0 | -2 | -4 | -5 | -0.8 | 1 | -1 | 0.8 | 0 | -0.9 | 0.2
38 | CC1CCc2sc3nc(N4CCN(CCO)CC4)n4ncnc4c3c2C1 (centres undefined) | 5.7 | 4 | -4 | -2 | 0.0 | 7 | -1 | 0.1 | 3 | -0.8 | 0.6
39 | CC(C)(C)c1ccc(/C=C/C(=O)Nc2ncccn2)cc1 | 17* | 6 | 3 | 3 | 2.9 | 0 | 1 | 3.8 | 2 | 0.5 | 3.9*
40 | O=C(CSc1nnc(-c2ccccc2)n1-c1ccccc1)c1cccs1 | -4.2 | -2 | 0 | 2 | -2.0 | -3 | 0 | 0.3 | 0 | -2.1 | -1.4
41 | CCOC(=O)Nc1ccc(OC(=O)Oc2ccc(NC(=O)OCC)cc2)cc1 | 4.0 | -1 | -3 | -2 | -0.8 | -5 | -3 | -0.6 | 2 | -0.8 | -1.1
42 | Cc1cc(C)nc(NS(=O)(=O)c2ccc(NC(=O)COc3ccccc3F)cc2)n1 | -0.8 | -2 | 6 | 6 | -0.2 | 4 | -9 | 0.6 | -6 | -0.5 | 1.1
43 | C=CCNC(=S)/N=c1/ccccn1CCC | 2.5 | -2 | 0 | 3 | 0.0 | 0 | -2 | 1.1 | -8 | -1.1 | 0.0
44 | O=C(CN(C(=O)c1csnn1)c1ccccc1Cl)NC1CCCCC1 | 0.2 | -3 | 0 | 0 | -2.7 | 0 | -4 | 0.8 | 3 | -1.0 | -0.2
45 | CC(C)C[C@H]1CN(CCCC[C@@H]2CNC(=O)C(=O)N2Cc2ccccc2)C(=O)C(=O)N1Cc1ccccc1 | 0.8 | -1 | -6 | -8 | 0.1 | 1 | -3 | . | 2 | -1.2 | 0.5
46 | COC(=O)[C@]1(C)N[C@H](CN(C)C(=O)c2ccccc2)[C@@H]2C(=O)N(C)C(=O)[C@@H]21 | 2.8 | -3 | -6 | -3 | 0.6 | 0 | 0 | -0.4 | 4 | -0.5 | 0.5
47 | CCNc1nc(NC(C)C)nc(NS(=O)(=O)c2ccc(C)cc2)n1 | -1.8 | -1 | 2 | 1 | -0.4 | -1 | 5 | 2.5 | -4 | -1.6 | -0.1
